Spn MK inh: blocks S. pneumoniae mevalonate kinase; purified MK, PK/LDH-coupled NADH absorbance 340 nm; inhibition, % at 10 µM; 65,000 compounds, 0.48% hits;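 active = ranked among the strongest by inhibition in the single 10 µM screen, a fixed top-ranked set picked for dose follow-up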; also: no value below 0 was filed
HPDE-C7K KRASV12: cytotoxicity in KRAS-transformed pancreatic duct cells, primary screen, cell-based, fluorescence, HTS (AID 431) | cytotoxicity, % at 10 µM; hits with a dose series show EC50 in µM | 63,000 compounds, 1.7% hits | HPDE-C7K KRASV12 cells, Alamar Blue viability, 48 h; higher % means a stronger effect;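 active = compounds whose percent cytotoxicity in the single-dose primary screen, scaled between solvent and toxic-drug controls, exceeds 50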;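 also: 0% = DMSO solvent wells and 100% = doxorubicin-treated wells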
HPDE-C7 viability: cytotoxicity in HPDE-C7 cells, cell-based, fluorescence, HTS (AID 430) | HPDE-C7 pancreatic duct cells viability, fluorescence; higher % means a stronger effect | one-dose cytotoxicity, % at 10 µM; EC50 in µM for titrated hits | 63,000 compounds, 1.8% hits;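 also: cells exposed to compound for 48 hours before viability readout; 0% = vehicle and 100% = reference cytotoxic drug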
Alkaline phosphatase: inhibition of tissue-nonspecific alkaline phosphatase – biochemical, luminescent (AID 518). purified TNAP enzyme, luminescent substrate readout; higher % means a stronger effect. inhibition, % at 20 µM, or IC50 in µM where a hit was titrated. 64,000 compounds, 0.09% hits; in the data active = a potency from the dose series; inactive = the rest, 99 in 100 with inhibition below about 22%;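 also: plate controls were vehicle for no effect and reference inhibitor for full effect; many of its hits are not listed in these tables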
PMK inhibit: S. pneumoniae PMK inhibition; 65,000 compounds, 0.49% hits; AID 539; purified PMK, PK/LDH-coupled NADH absorbance 340 nm; inhibition, % at 10 µM;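 active = top-ranked compounds by inhibition in the single 10 µM screen, taking a fixed number of the strongest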;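 also: 0% = full reaction with DMSO carrier and 100% = background rate without enzyme reaction; no value below 0 was filed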
Bfl-1 inhibitors: Bfl-1 inhibitors, primary screen, biochemical, fluorescence polarization, FITC-Bid, mouse (AID 432). one-dose displacement, % at 20 µM; IC50 in µM for titrated hits. 64,000 compounds, 0.02% hits. FITC-Bid BH3 peptide fluorescence polarization displacement; higher % means a stronger effect; in the data active = a potency from the dose series; inactive = the rest, 99 in 100 with displacement below about 15%; also: strong numbers were not always called active
HT1080 viability: cytotoxicity in HT1080 fibrosarcoma cells, cell-based, fluorescence readout (AID 620); HT1080 viability, fluorescence; higher % means a stronger effect; one-dose cytotoxicity, % at 10 µM; EC50 in µM for titrated hits; 87,000 compounds, 0.42% hits;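 also: cells exposed to compound overnight then 4 h with Alamar Blue; 0% = vehicle DMSO and 100% = killing control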
LYP phosphatase: LYP phosphatase inhibitors, primary screen, biochemical, DiFMUP fluorescence, recombinant catalytic domain, 10 µM (AID 606); recombinant LYP catalytic domain, DiFMUP fluorescence; higher % means a stronger effect; one-dose inhibition, % at 10 µM; IC50 in µM for titrated hits; 52,000 tested, under 10 active;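 active = IC50 under 40 µM in the dose-response test; inactive = IC50 of 40 µM or more, or never dose-tested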
DPM-DC inhibit: inhibitors of Streptococcus pneumoniae diphosphomevalonate decarboxylase. purified DPM-DC, PK/LDH coupled NADH fluorescence. calls only at 10 µM. 65,000 compounds, 0.49% hits;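 active = the 320 compounds with the highest percent inhibition in the single-dose primary screen, excluding strongly autofluorescent ones, cut at about 32% in these data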;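 also: kinetic rate of NADH fluorescence loss reporting ADP formed by the decarboxylase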
PMK inhibit pilot replicates: further read-out of PMK inhibit, marked with its call; inhibition, %; measured here: pilot screen replicates
Spn MK inh pilot replicates: second read-out of Spn MK inh, no call of its own (marks repeat the call); inhibition, %; measured here: pilot screen replicates
DPM-DC inhibit pilot screen %: recorded beside DPM-DC inhibit, whose call it bears; inhibition, %; measured here: pilot screen trials
The depositor's hits bear a star; i = inactive; . = no result given. Rule as the data show it, unless noted: active = cytotoxicity above about 50%; inactive = the rest.

SMILES	Spn MK inh	HPDE-C7K KRASV12	HPDE-C7 viability	Alkaline phosphatase	PMK inhibit	Bfl-1 inhibitors	HT1080 viability	LYP phosphatase	DPM-DC inhibit	others
CCN(C#N)c1nc(NC(C)C)nc(NC(C)C)n1	10	9%	0%	14%	4	0%	3%	4%	i	PMK inhibit pilot replicates=2.0;Spn MK inh pilot replicates=0.0;DPM-DC inhibit pilot screen %=0.0
Cc1cccc(N2CC(C(=O)O)CC2=O)c1 (stereo not drawn)	5	-4%	-19%	6%	3	-7%	5%	7%	i
CC(c1ccccc1)C1C(C#N)=C(N)SC(N)=C1C#N (stereo not drawn)	10	-6%	-13%	15%	6	-2%	-7%	8%	i
CC(C)(C)Nc1cccccc1=O	9	1%	-8%	7%	0	-9%	-14%	.	i
CCCCCNC(=O)c1c(N)n(/N=C/c2ccco2)c2nc3ccccc3nc12	5	-2%	-13%	10%	8	-5%	2%	3%	i
CC(C)c1ccc(N(CC(=O)O)S(=O)(=O)c2cccnc2)cc1	5	-14%	-15%	3%	0	-3%	-1%	12%	i
Cc1ccc(-n2nnc3ccccc3c2=O)cc1C	3	4%	-4%	5%	0	-6%	27%	7%	i
C=CCn1c(C2CC(=O)N(c3ccc(C)cc3)C2)nc2ccccc21 (stereo not drawn)	0	1%	-3%	9%	9	-5%	-8%	3%	i
O=C(NCCCN1CCCCC1)C1CCC(=O)N1CCc1ccccc1 (stereo not drawn)	12	5%	4%	0%	7	-1%	-1%	0%	i
CC1/C(=N/O)C(CN(C)C)C2CC1C2(C)C (stereo not drawn)	0	0%	2%	9%	6	-2%	1%	-7%	i	PMK inhibit pilot replicates=4.0;Spn MK inh pilot replicates=6.0;DPM-DC inhibit pilot screen %=5.0
C=CCc1ccccc1OCCn1ccnc1	9	.	.	15%	3	-1%	-1%	4%	i
Cc1cccc(OCCCC(=O)Nc2ccc(N3CCOCC3)cc2)c1	7	6%	0%	9%	7	0%	.	6%	i
Cc1cc(N2CC(=O)N(CCc3ccccc3)C(=O)C2)n2ncnc2n1	13	.	.	.	16	.	0%	6%	i
OC(COc1ccccc1)CN1C2=NCCCN2c2ccccc21 (stereo not drawn)	0	16%	4%	13%	11	-2%	3%	3%	i	PMK inhibit pilot replicates=0.0;Spn MK inh pilot replicates=3.0;DPM-DC inhibit pilot screen %=2.0
Cc1cc(NC(=O)COC(=O)c2ccc(F)c(S(=O)(=O)N3CCOCC3)c2)no1	0	.	.	8%	13	-4%	10%	16%	i
CN(C)CCCNCCCNC(=O)/C(=N\O)c1ccccn1	3	0%	8%	1%	8	-6%	1%	.	i
Cn1c(N2CCN(c3ccccn3)CC2)nc2c1c(=O)n(Cc1ccccc1Cl)c(=O)n2C	4	3%	-13%	6%	6	-1%	-5%	.	i
Cc1ccc(C)n1CCN1CCN(CC(=O)Nc2ccc(S(N)(=O)=O)cc2)CC1	.	-18%	-21%	8%	0	-3%	2%	.	i
COc1ccc(S(=O)(=O)N2CCCN(Cc3cccc(F)c3)CC2)cc1	5	1%	9%	1%	12	-1%	1%	-1%	i
CN(C)S(=O)(=O)c1ccc(C(=O)Nc2ccnn2C2CCCCC2)cc1	0	-8%	8%	14%	9	-2%	7%	-2%	i

Grouped by structure: the compounds so far containing a cyano group.
SMILES	Spn MK inh	HPDE-C7K KRASV12	HPDE-C7 viability	Alkaline phosphatase	PMK inhibit	Bfl-1 inhibitors	HT1080 viability	LYP phosphatase	DPM-DC inhibit	others
CCN(C#N)c1nc(NC(C)C)nc(NC(C)C)n1	10	9%	0%	14%	4	0%	3%	4%	i	PMK inhibit pilot replicates=2.0;Spn MK inh pilot replicates=0.0;DPM-DC inhibit pilot screen %=0.0
CC(c1ccccc1)C1C(C#N)=C(N)SC(N)=C1C#N (stereo not drawn)	10	-6%	-13%	15%	6	-2%	-7%	8%	i

Further structures:
SMILES	Spn MK inh	HPDE-C7K KRASV12	HPDE-C7 viability	Alkaline phosphatase	PMK inhibit	Bfl-1 inhibitors	HT1080 viability	LYP phosphatase	DPM-DC inhibit	others
Cc1noc(C(=O)Nc2ccccc2C(F)(F)F)c1Cl	2	-5%	-14%	7%	17	-2%	0%	.	i
COCCNC(=O)c1sc2ncn(CC(=O)N3CCCCC3)c(=O)c2c1C	6	-11%	-15%	12%	18	-7%	1%	8%	i
C=CCn1c(COc2cccc3ccc(C)nc23)nnc1SCC(=O)OC	6	7%	5%	-7%	6	1%	.	4%	i
CC(=O)c1c(C)[nH]c(C(=O)OCCCCN2C(=O)c3ccccc3C2=O)c1C	3	-3%	0%	11%	14	-3%	-6%	-1%	i
CN(C)CCCn1c(N)c(C#N)c2nc(C#N)c(C#N)nc21	3	31%	14%	18%	11	3%	11%	9%	.	PMK inhibit pilot replicates=2.0;Spn MK inh pilot replicates=0.5
CCc1ccc(C2CC(c3cccc(Cl)c3)n3nc(N)nc3N2)cc1 (stereo not drawn)	1	-1%	-3%	9%	7	0%	6%	12%	i
COc1cccc(-n2ccnc2SCC(=O)Nc2ccccc2)c1	0	-8%	-19%	6%	7	-11%	-3%	-2%	i
O=C1[C@@H]2[C@H](Cc3ccc(O)cc3)N[C@]3(C(=O)Nc4ccccc43)[C@@H]2C(=O)N1c1ccc(F)cc1	6	-10%	-3%	8%	17	1%	8%	.	i
CN(CC(=O)N1CCN(c2ccccc2)CC1)S(=O)(=O)c1cnc[nH]1	2	-1%	6%	11%	7	-2%	1%	5%	i
O=C(c1ccc(CS(=O)(=O)c2c(Cl)cccc2Cl)o1)N1CCN(c2ccccn2)CC1	0	-2%	4%	3%	9	3%	-6%	2%	i
COc1ccc(Cl)cc1-c1nc(-c2ccc(NC(=O)c3ccncc3)cc2)no1	8	.	.	.	0	.	-8%	5%	i
COc1ccc2c(C)c(Cl)c(=O)oc2c1	6	-7%	3%	14%	1	-3%	2%	-1%	.
O=C(NCC1CCCO1)C1CCCN1C(=O)NC1CCCCC1 (stereo not drawn)	5	-6%	-16%	8%	10	2%	-3%	.	i
Cn1c(Cn2c(=O)sc3ccccc32)nnc1SCC(=O)NCc1ccccc1	1	0%	-7%	3%	4	1%	-4%	0%	i
O=C1CC(N2CCN(Cc3ccc4c(c3)OCO4)CC2)C(=O)N1c1ccccc1 (stereo not drawn)	5	7%	-1%	9%	10	-2%	-6%	7%	i
Cc1csc(SCC(=O)Nc2nc3ccccc3s2)n1	10	-5%	4%	6%	3	16%	7%	1%	i
CC(=O)Nc1ccc(Nc2nc(C)nc3c2oc2ccccc23)cc1	5	26%	4%	-5%	4	3%	7%	4%	i
COc1ccc(CCNC(=O)CSc2nnc(CNC(=O)c3ccccc3F)o2)cc1OC	4	5%	3%	3%	7	-6%	.	14%	i
C=CCc1cccc2cc(C(=O)NC(C)(C)C)c(=O)oc12	3	-9%	6%	8%	0	0%	-5%	13%	i
CCCCS(=O)(=O)NC1=NCN(CCOC(=O)c2ccccc2)CN1	10	-5%	-8%	6%	15	0%	-1%	-5%	i	PMK inhibit pilot replicates=3.5;Spn MK inh pilot replicates=1.0;DPM-DC inhibit pilot screen %=1.0
CC(C)NC(=O)CSc1nc2ccccc2c(=O)n1CCCOC(C)C	2	-6%	-12%	0%	13	-2%	-8%	9%	i
COc1ccc(CCc2nc(-c3ccc(-n4cccc4)cc3)no2)cc1	9	0%	2%	7%	14	-5%	-2%	.	i
CCOc1ccc2[nH]c(=O)c(CN(CC3COCCO3)C(=O)c3ccco3)cc2c1 (stereo not drawn)	5	-8%	-22%	8%	17	-9%	14%	-3%	.
COCCNC(=O)c1c(N)n(CCC2=CCCCC2)c2nc3ccccc3nc12	16	.	.	0%	3	2%	.	-12%	.	PMK inhibit pilot replicates=0.0;Spn MK inh pilot replicates=0.0
CC(=O)c1ccc(OCCCC(=O)N2CCN(S(=O)(=O)c3cccs3)CC2)cc1	4	0%	1%	7%	14	-2%	-3%	.	i
O=C1c2ccccc2S(=O)(=O)N1Cc1nnc(-c2ccccc2Br)o1	0	-5%	11%	21%	7	-2%	-3%	12%	i	PMK inhibit pilot replicates=1.0;Spn MK inh pilot replicates=0.5;DPM-DC inhibit pilot screen %=3.0
CS(=O)(=O)N(CC(=O)N1CCOCC1)Cc1ccccc1	4	5%	6%	12%	0	-2%	1%	3%	i
O=C(CCSCCC(=O)NCc1ccco1)NCc1ccco1	7	-13%	-12%	9%	2	19%	13%	.	i
O=C(NCCC1=CCCCC1)C1CCN(S(=O)(=O)c2cnc[nH]2)CC1	6	3%	1%	16%	16	-1%	-6%	7%	i	PMK inhibit pilot replicates=4.0;Spn MK inh pilot replicates=2.0;DPM-DC inhibit pilot screen %=1.0
COc1ccc(N2CC(O)=C(c3nc4ccccc4s3)C2=N)cc1	0	9%	6%	10%	22	0%	-8%	-5%	i
O=C(CSc1nnc(NC(=O)C2CCC2)s1)Nc1ccc(N2CCOCC2)cc1	0	13%	6%	19%	6	0%	3%	16%	i
CC(NC(=O)c1ccc(NS(C)(=O)=O)cc1)c1ccccc1 (stereo not drawn)	13	-20%	-21%	-5%	8	-2%	4%	6%	i
c1cnn(-c2nc(N3CCOCC3)nc(N3CCOCC3)n2)c1	7	2%	-14%	5%	5	3%	4%	16%	i
O=C(NCCCN1CCCC1=O)c1ccc2c(c1)ncn2C1CCCCC1	9	1%	-10%	-1%	9	-5%	5%	-2%	i
Nc1nnc(SCc2cc3c(cc2Cl)OCO3)s1	3	8%	7%	13%	8	-4%	7%	5%	i	PMK inhibit pilot replicates=1.5;Spn MK inh pilot replicates=0.0;DPM-DC inhibit pilot screen %=1.5
Cc1ccc2[nH]c(=O)c(CN(CC3CCCO3)C(=O)c3ccco3)cc2c1 (stereo not drawn)	3	-14%	-15%	2%	0	1%	0%	0%	i
CCOC(=O)c1c(NC(=O)CSc2nc3c(c(=O)n(C)c(=O)n3C)n2C(C)C)sc(C)c1C	11	78%*	13%	7%	12	-2%	-8%	0%	i	PMK inhibit pilot replicates=6.5;Spn MK inh pilot replicates=1.0;DPM-DC inhibit pilot screen %=2.5
Cc1ccccc1SCC(=O)NC1CCOC1=O (stereo not drawn)	0	-18%	-2%	5%	16	-2%	-7%	-2%	i
CCCC(C)C(=O)Nc1ccc(C(N)=O)cc1 (stereo not drawn)	0	10%	-4%	11%	0	9%	0%	5%	i	PMK inhibit pilot replicates=1.0;Spn MK inh pilot replicates=0.0;DPM-DC inhibit pilot screen %=0.0
CC1CCN(C(=O)C2CCN(S(=O)(=O)c3cnc[nH]3)CC2)CC1	6	-5%	-3%	8%	9	3%	-1%	10%	i	PMK inhibit pilot replicates=4.0;Spn MK inh pilot replicates=3.5;DPM-DC inhibit pilot screen %=5.5
Cc1sc2nc(SCC(=O)NCCO)n(C)c(=O)c2c1C	5	0%	-40%	10%	9	-3%	6%	7%	i	PMK inhibit pilot replicates=2.0;Spn MK inh pilot replicates=0.0;DPM-DC inhibit pilot screen %=0.0
COC(=O)C(NC=O)C(O)(Cc1ccccc1)C(F)(F)F (stereo not drawn)	0	-41%	-20%	1%	10	-1%	4%	.	i
CC(C)N(Cc1nc(-c2ccccc2)no1)C(=O)Cc1ccccc1	0	-16%	-9%	4%	1	-4%	-5%	-4%	i

High-throughput results: PubChem BioAssay, several laboratories

No enrichment for hits; any-hit rate near 3.5%.
